Screening data from PubChem BioAssay.
ALOX12 inh: Primary qHTS assay for inhibitors of human arachidonate 12S-lipoxygenase (ALOX12): Round 2. Potency, µM (series often up to 108 µM), for inactives: at the highest dose activity change, negative = inhibition, most hits filed as inhibitors. hit rate 1.1% among 580,000. purified 12hLO, xylenol orange hydroperoxide absorbance; further: on the % scale 0 is the no-effect control and ±100 the full control effect
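Hydroperoxide product was detected by ferrous iron/xylenol orange as the 573 to 405 nm absorbance ratio. Arachidonic acid at 40 uM (final) was turned over for 30 min at room temperature by 150 nM human 12hLO, pH 7.0 Hepes buffer, after 15 min compound preincubation.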
PGK inhibitor: qHTS Assay to Find Inhibitors of Phosphoglycerate Kinase. Phosphoglycerate kinase, glycosomal (Trypanosoma brucei brucei), P07378. PGK/GAPDH coupled, Kinase-Glo luminescence, 60 min. Potency, µM (titrated, usually from 57.5 µM), inactives show at the top dose activity change, negative = inhibition, actives largely listed as inhibitors. hit rate 0.043% among 380,000. AID 602233, 2012; further: on the % scale 0 is the no-effect control and ±100 the full control effect; nearly all actives have a fitted effect of over 60% in size
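Recombinant glycosomal PGK reaction used 1,3-bisphosphoglycerate generated in-well by GAPDH (100nM final) in 100mM TEA pH 7.6, 5mM MgCl2, 0.01% Tween-20. After 60 minutes at room temperature, ATP was read by Kinase-Glo Plus luminescence end-point.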
ERG-DNA inh: qHTS for Small Molecule Inhibitors of the ERG Ets/DNA interaction | Transcriptional regulator ERG (Homo sapiens), P11308 | fluorescence polarization, His-ERG Ets domain / labelled DNA | Potency, µM (titrated, usually from 76.9 µM), inactives show at the top dose FP activity, negative = inhibition, most hits filed as inhibitors | hit rate 0.028% among 370,000; active means well fitted inhibition curve with a large enough effect in the polarisation, with a control signal flat; inconclusive means small, poorly fitted or top-dose-only effect, or effect the other way, or a change in a side signal; inactive means no such curve, though single readings can be large or run the other way; the % refers to the polarisation;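 further: polarization taken with two DNA probes labelled with fluorescein and Texas red; % of control where 0% means no effect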
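His-tagged ERG Ets domain (1 uM in the protein solution; 300mM KCl, 50mM Tris-HCl, 1mM EDTA, 1mM DTT, pH 7.5) received compound, then a probe mix of 5 nM fluorescein-DNA and 100nM Texas-615-DNA. Fluorescence polarization was read for both dyes.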
rTrxR1 inhibitor: qHTS Assay for Inhibitors of Mammalian Selenoprotein Thioredoxin Reductase 1 (TrxR1): qHTS | recombinant rTrxR1, NADPH fluorescence consumption, selenite substrate | Potency, µM (top dose mostly 114 µM), inactives show at the top dose activity change, negative = inhibition, hits mostly inhibitors | hit rate 1% among 390,000; further: on the % scale 0 is the no-effect control and ±100 the full control effect; nearly all actives have a fitted effect of over 65% in size
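Rat TrxR1 (90 nM in the dispensed reagent) was pre-reduced with 400 uM NADPH for 5 min at room temperature, then incubated with compound for 15 min. After 400 uM selenite was added, NADPH fluorescence (Ex 340/Em 450 nm) was followed for 8 min.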
HP1b binding inh: HTS for Inhibitors of HP1-beta Chromodomain Interactions with Methylated Histone Tails; Chromobox protein homolog 1 (Homo sapiens), P83916; AlphaScreen HP1-beta / biotin-H3K9me3 peptide binding; Potency, µM (highest dose often 114 µM), inactives show at the top dose activity change, negative = inhibition, hits mostly inhibitors; hit rate 0.56% among 390,000; AID 540317, 2011; further: nearly all actives have a fitted effect of over 70% in size; inactives centre near 23
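Compound inhibition of the preformed complex between 50 nM HP1-beta and 50 nM biotinylated H3K9me3 peptide was read by AlphaScreen. Buffer was PBS pH 7.4 with 0.01% Tween-20. Incubations ran 30 min at room temperature, with 10 ug/mL donor/acceptor beads.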
JMJD2A Tudor inh: qHTS Assay for Inhibitors of JMJD2A-Tudor Domain | Lysine-specific demethylase 4A (Homo sapiens), O75164 | AlphaScreen JMJD2A-Tudor / H3K4me3 peptide binding | Potency, µM (series often up to 114 µM), for inactives: at the top dose activity change, negative = inhibition, actives largely listed as inhibitors | hit rate 4.4% among 390,000 | AID 504339, 2011; further: on the % scale 0 is the no-effect control and ±100 the full control effect; nearly all actives have a fitted effect of over 50% in size
Target sequence (O75164 whole entry, looked up, the tested form may be a part): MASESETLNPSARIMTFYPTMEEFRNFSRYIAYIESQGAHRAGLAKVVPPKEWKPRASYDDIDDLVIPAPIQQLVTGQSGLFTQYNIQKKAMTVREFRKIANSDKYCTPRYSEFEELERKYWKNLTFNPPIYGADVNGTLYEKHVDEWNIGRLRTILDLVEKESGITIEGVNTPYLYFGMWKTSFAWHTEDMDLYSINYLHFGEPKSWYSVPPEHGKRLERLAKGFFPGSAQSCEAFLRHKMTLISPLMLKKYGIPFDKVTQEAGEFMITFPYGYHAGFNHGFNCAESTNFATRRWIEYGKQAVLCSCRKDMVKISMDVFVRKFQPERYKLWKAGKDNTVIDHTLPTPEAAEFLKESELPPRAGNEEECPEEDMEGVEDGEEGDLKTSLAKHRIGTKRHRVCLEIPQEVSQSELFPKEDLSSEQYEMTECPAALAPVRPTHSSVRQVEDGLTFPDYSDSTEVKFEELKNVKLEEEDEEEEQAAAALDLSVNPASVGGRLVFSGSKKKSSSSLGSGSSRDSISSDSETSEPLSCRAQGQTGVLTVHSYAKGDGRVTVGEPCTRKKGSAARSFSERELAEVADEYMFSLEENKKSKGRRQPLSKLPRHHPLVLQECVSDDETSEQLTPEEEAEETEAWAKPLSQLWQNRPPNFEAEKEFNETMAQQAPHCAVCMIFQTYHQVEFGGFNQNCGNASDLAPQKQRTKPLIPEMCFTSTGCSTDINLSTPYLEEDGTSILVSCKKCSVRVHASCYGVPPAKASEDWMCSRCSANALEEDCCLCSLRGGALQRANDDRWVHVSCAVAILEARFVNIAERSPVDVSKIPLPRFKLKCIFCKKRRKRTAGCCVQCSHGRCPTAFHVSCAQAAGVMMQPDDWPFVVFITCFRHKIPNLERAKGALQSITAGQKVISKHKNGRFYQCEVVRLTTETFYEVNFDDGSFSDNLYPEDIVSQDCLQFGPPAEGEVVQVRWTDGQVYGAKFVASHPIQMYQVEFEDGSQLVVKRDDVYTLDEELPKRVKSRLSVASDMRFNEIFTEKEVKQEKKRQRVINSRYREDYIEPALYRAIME
Pin1 inhibitor: qHTS Assay to Find Inhibitors of Pin1. Peptidyl-prolyl cis-trans isomerase NIMA-interacting 1 (Homo sapiens), Q13526. Pin1 FP peptide displacement, HiFluor488, 10 min. Potency, µM (titrated, usually from 115 µM), without a hit: at the top dose activity, negative = inhibition, actives largely listed as inhibitors. hit rate 0.009% among 390,000; active means well fitted inhibition curve with a large enough effect in the polarisation, with a control signal flat, not every such curve was filed as active; inconclusive means small, poorly fitted or top-dose-only effect, or effect the other way, or a change in a side signal; inactive means no such curve, though single readings can be large or run the other way; the % refers to the polarisation; further: on the % scale 0 is the no-effect control and ±100 the full control effect
GLS inhibitor: qHTS for Inhibitors of Glutaminase (GLS); Glutaminase kidney isoform, mitochondrial (Homo sapiens), O94925; GLS enzymatic activity, qHTS titration; Potency, µM (doses to about 45.5 µM), for the others: top-dose activity change, negative = inhibition, actives largely listed as inhibitors; hit rate 0.21% among 410,000; AID 624170, 2012; further: on the % scale 0 is the no-effect control and ±100 the full control effect
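hKGA in 45 mM KH2PO4 pH 8.2, 0.02% Tween-20 with pin-transferred compounds; 1 mM L-glutamine (stock) plus glutamate oxidase/HRP/Amplex Red coupling added. Fluorescence read initially and after 30 min at RT.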
RGS4 inhibitor: Inhibitors of Regulator of G Protein Signaling (RGS) 4: qHTS | Transcreener GDP fluorescence polarization, RGS4-accelerated GTP hydrolysis | hit rate 0.039% among 390,000 | Potency, µM (series often up to 114 µM), for the others: at the highest dose activity change, negative = inhibition, hits mostly inhibitors | Regulator of G-protein signaling 4 (Homo sapiens), P49798; further: on the % scale 0 is the no-effect control and ±100 the full control effect; nearly all actives have a fitted effect of over 75% in size; some results filed as inactive show a strong effect at the top dose
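MLSMR compounds (23 nl, pin-transferred) preincubated 10 min at room temperature with a 500nM (2x) first reagent, then RGS4 at 900nM (2x) plus Transcreener GDP mix added; fluorescence polarization (620/688 nm) read before and after 90 min at 30 °C.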
The depositor's hits bear a star; i = inactive; ? = inconclusive; . = not tested or not shown; & = joins results of further samples; [ ] = another dose, or the depositor's remark. Unless noted, the call rests on the fitted dose curve; in most records, active means well fitted curve in the direction sought with a large enough effect; inconclusive means small, poorly fitted or top-dose-only effect, or another doubt; inactive means no such curve, though single readings can be large; an effect the other way counts as inactive or inconclusive. Potency means the concentration at half of the fitted maximal effect. This is a subset. The share of hits here may be higher or lower than overall.

ALOX12 inh	PGK inhibitor	ERG-DNA inh	rTrxR1 inhibitor	HP1b binding inh	JMJD2A Tudor inh	Pin1 inhibitor	GLS inhibitor	RGS4 inhibitor	SMILES
-0.6%	1.6%	-0.1%	-6.9%	15.2%	-8.4%	-0.8%	4.2%	-2.8%	COc1ccc(OCC(=O)N2CCN(C(=O)c3cccc(F)c3)CC2)cc1
1.0%	i	12.7%	0.5%	9.0%	?	41.8%[activator]	0.9%	-4.5%	CCOc1ccc(NC(=S)N(CCc2c(C)[nH]c3ccccc23)Cc2ccco2)cc1
-6.8%	i	2.7%	20.8%[57.1 µM]	?	-8.1%	-0.4%	0.4%	-0.4%	Cc1cc(N2CCOCC2)nc(N)n1
0.0%	-7.3%	-4.3%	14.3%[57.1 µM]	34.9%	-7.9%	-2.4%	15.7%	-7.4%	CCCCCCCOC(=O)C1=C(C)Nc2ncnn2C1c1cccs1 (stereo unspecified)
3.9%	-1.8%	-16.8%	9.0%	46.8%[activator]	-0.7%	2.4%	0.2%	-13.7%	CCNC(=O)NC(=O)CSc1ccc(S(=O)(=O)N2CCOCC2)cn1
-8.5%	i	-3.1%	16.0%	60.5%[activator]	-3.7%[11.4 µM]	-3.4%	-1.2%	-14.9%[11.4 µM]	O=C(CCCN1C(=O)c2cccc3cccc(c23)C1=O)Nc1nccs1
.	1.9%	2.3%	29.6%[57.1 µM]	32.5%	-35.2%	-1.8%	-3.3%	14.8%	CC(C)C[C@H](NC(=O)c1[nH]cnc1C(=O)N[C@@H](C)c1ccccc1)C(=O)OCc1ccccc1
-36.8%	4.0%	-6.8%	2.6%	-1.6%	-10.8%	2.6%	1.1%	19.0%	Cc1cc(CO)nn1-c1ccc([N+](=O)[O-])cc1

The list continues:
ALOX12 inh	PGK inhibitor	ERG-DNA inh	rTrxR1 inhibitor	HP1b binding inh	JMJD2A Tudor inh	Pin1 inhibitor	GLS inhibitor	RGS4 inhibitor	SMILES
-0.7%	8.4%	15.3%	-0.1%	40.0%[activator]	-1.4%	-1.1%	20.1%	18.1%	CC1=C(C(=O)Nc2cc(C)ccn2)C(c2cnn(C)c2)C2=C(CC(c3ccccc3)CC2=O)N1 (stereo unspecified)
-1.2%	6.0%	1.3%	-3.0%	4.6%&38.8%	-22.1%&-11.5%	-4.1%&-2.5%	-2.1%	-9.3%&-19.1%	Cc1ccc(/C=C/C(=O)Nc2ccc(O)c3c(=O)cc(-c4ccccc4Cl)oc23)cc1
-10.2%	i	-3.6%	-14.3%	46.9%[activator]	-5.5%	?	18.7%	-1.5%	CCOC(=O)C1(C)C=C(Nc2cccc(C(=O)O)c2)C(=O)N1c1cccc(C(=O)O)c1 (stereo unspecified)
8.8%	-4.3%	19.2%	10.7%	27.7%	-4.8%	-0.6%	-4.2%	-22.7%	O=C(Nc1cccc(-c2ccc(N3CCOCC3)nn2)c1)c1ccccc1Cl
-24.2%	-3.5%	33.8%[activator]	2.7%	27.7%	-14.0%	20.5%	-2.4%	13.6%	CC(CC(=O)Nc1ccc(-c2ccno2)cc1)n1cccn1 (stereo unspecified)
-5.3%	5.1%	-4.0%	13.8%	18.2%	5.6%	-0.2%	6.1%	17.2%	N#Cc1cccc(NC(=O)CC2CCCC2)c1
?	6.9%	-10.8%	-0.1%[57.1 µM]	48.7%[activator]	-22.8%	-2.5%	10.7%	-13.5%	C[n+]1nc(Nc2ccccc2)sc1-c1ccc(O)cc1
0.8%	-4.2%	-9.5%	17.5%[57.1 µM]	8.5%	-13.1%	-7.4%	0.0%	7.6%	Nc1nc(CCOc2ccc(F)cc2)cs1

Other entries
ALOX12 inh	PGK inhibitor	ERG-DNA inh	rTrxR1 inhibitor	HP1b binding inh	JMJD2A Tudor inh	Pin1 inhibitor	GLS inhibitor	RGS4 inhibitor	SMILES
-22.0%	-5.8%	-1.5%	20.3%[57.1 µM]	24.5%[57 µM]	-4.5%	14.4%	1.9%	-30.7%	O=C(NCc1ccc(Cl)cc1)C1CCN(S(=O)(=O)c2ccc3c(c2)CCCN3C(=O)C2CCC2)CC1
?	6.3%	3.0%	10.9%	?	79.4µM*	0.1%	-1.4%	13.1%	OC1CCN(Cc2cccc3ccccc23)CC1
2.5%	-1.2%	-3.2%	12.9%	21.7%	-9.9%	0.4%	4.2%	-25.5%	O=C(Cc1coc(-c2ccc(F)cc2)n1)NC1CCCCC1
?	-2.5%	8.2%	?	40.8%	0.7%	-0.1%	-2.3%	0.1%	CC[C@@H]1C=C(C(=O)O)[C@H](c2ccc(Cl)cc2)N1S(=O)(=O)c1ccc(C)cc1
15.1%	1.5%	12.8%	-0.3%&4.0%	36.7%	-5.8%	-2.0%	3.8%&-0.7%	-28.2%	COc1cc(-c2ccc(=O)[nH]n2)ccc1OC(F)F
-23.5%	-3.2%	-0.5%	11.0%[57.1 µM]	26.5%	-7.7%	-3.6%	10.4%	3.8%	COc1ccc(C(=O)CN(Cc2ccccc2)C2=NCCS2)cc1
14.5%	-4.6%	13.6%	10.9%[57.1 µM]	46.0%[activator]	-12.8%	?	0.7%	-28.1%	N#C/C(=C\c1cccnc1)c1nc2ccccc2[nH]1
-8.5%&-12.9%	1.2%	8.7%&0.1%	10.0%&37.2%	13.2%&0.3%	-2.1%&-8.1%	6.2%&-0.7%	6.4%&-15.0%	24.6%&-4.3%	CCOCCCNC(=O)C(Cc1ccccc1)NS(=O)(=O)c1ccc2c(c1)c(=O)n(C)c(=O)n2C (stereo unspecified)

Other entries follow.
ALOX12 inh	PGK inhibitor	ERG-DNA inh	rTrxR1 inhibitor	HP1b binding inh	JMJD2A Tudor inh	Pin1 inhibitor	GLS inhibitor	RGS4 inhibitor	SMILES
127.3%[activator]	i	-6.9%	-0.9%[57.1 µM]	7.5%	-10.4%	-6.1%	2.4%	16.8%	CC1(C)Cc2c(sc3nc4n(-c5ccccc5)cnn4c(=O)c23)CO1
485.1%[activator]	-1.9%	-9.7%	12.2%	35.9%	3.2%	-6.0%	0.2%	-0.2%	Cc1cc(Nc2ccccc2)n(CCC#N)n1
0.2%	0.7%	-9.5%	-26.4%	62.0%[activator]	-22.1%	-1.5%	-2.2%	-8.3%[11.4 µM]	COc1cc(CN2CCC(n3nccc3NC(=O)CCCc3ccccc3)CC2)ccc1O
?	-0.8%	-5.5%	0.7%	19.6%	-17.8%	35.0%[activator]	13.1%	-23.4%	O=C(CCSc1nc(-c2ccco2)cc(C(F)(F)F)n1)N1CCN(c2ccccc2)CC1
1.3%	0.7%	0.9%	-11.5%	23.5%	-2.7%	0.3%	-0.9%	-5.3%	Cc1cc2c(cc1S(=O)(=O)N1CCN(c3ccccc3F)CC1)OCC(=O)N2
17.1%	-6.4%	-4.1%	-5.3%	19.8%	-14.8%	?	2.7%	31.3%	COc1ccc(NC(=O)c2c(C)nn(Cc3ccccc3)c2Cl)cc1S(=O)(=O)N1CCOCC1
8.3%	-3.1%	-8.5%	-1.7%[57.1 µM]	23.6%	-15.8%	3.8%	4.6%	-19.5%	O=C(O)CCC(=O)Nc1ccccc1C(=O)NC1CCCCC1
-0.3%	3.5%	-2.0%	1.5%	32.0%	-11.1%	-4.1%	5.4%	2.1%	COc1ccc(/C=N/NC(=O)c2cccc(NC(C)=O)c2)c(C(=O)O)c1OC

The results go on.
ALOX12 inh	PGK inhibitor	ERG-DNA inh	rTrxR1 inhibitor	HP1b binding inh	JMJD2A Tudor inh	Pin1 inhibitor	GLS inhibitor	RGS4 inhibitor	SMILES
4.8%	0.0%	-2.8%	-2.9%	38.9%	-9.1%	-0.2%	5.7%	12.8%	CCOC(=O)CC1C(=O)NCCN1S(=O)(=O)c1ccccc1 (stereo unspecified)
2.9%[57.4 µM]	-5.0%	.	-3.5%	12.8%	-12.0%	-2.2%	0.0%	3.4%	Cc1nn2c(C)c(C(=O)Nc3ccccc3)cnc2c1C#N
8.5%	2.9%	7.8%	-6.8%	39.8%[activator]	-6.6%	-4.5%	3.3%	-7.8%	COc1ccc(C(=O)N2CCN=C2SC)cc1
-8.1%	8.8%	-7.8%	11.9%	49.5%[activator]	-11.3%	-4.9%	-15.7%	-3.4%	COc1ccc(Br)cc1C1CC(=O)Nc2c1c(C)nn2-c1nc(C)cc(C)n1 (stereo unspecified)
0.0%	-10.5%	0.2%	-12.4%[57.1 µM]	-21.4%	-28.4%	6.8%	4.7%	-11.2%	O=C(COc1ccc(Cl)cc1Cl)NC(=S)Nc1ccc(CN2CCOCC2)cc1
-8.3%	1.6%	6.6%	-16.7%	36.8%	-13.4%	?	-22.4%	12.3%	Cc1ccc(Cn2ncc3c(N4CCN(C5CCCC5)CC4)ncnc32)cc1
-8.6%	i	-0.8%	13.7%	16.6%	-16.7%	-7.9%	7.3%	-0.3%	CC1(c2ccc(Cl)cc2Cl)NC(=O)N(CC(=O)NC2CCCCC2)C1=O (stereo unspecified)
